MITF inh = blocks human microphthalmia-associated transcription factor; O75030; AlphaScreen MITF homodimerization, bead proximity signal; inhibition, % at 2.6 µM; actives 0.91% (n = 650,000); AID 1259374; in the data active means inhibition above about 50%;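 further: 0% = vehicle wells with protein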
Target sequence (O75030 whole entry, looked up): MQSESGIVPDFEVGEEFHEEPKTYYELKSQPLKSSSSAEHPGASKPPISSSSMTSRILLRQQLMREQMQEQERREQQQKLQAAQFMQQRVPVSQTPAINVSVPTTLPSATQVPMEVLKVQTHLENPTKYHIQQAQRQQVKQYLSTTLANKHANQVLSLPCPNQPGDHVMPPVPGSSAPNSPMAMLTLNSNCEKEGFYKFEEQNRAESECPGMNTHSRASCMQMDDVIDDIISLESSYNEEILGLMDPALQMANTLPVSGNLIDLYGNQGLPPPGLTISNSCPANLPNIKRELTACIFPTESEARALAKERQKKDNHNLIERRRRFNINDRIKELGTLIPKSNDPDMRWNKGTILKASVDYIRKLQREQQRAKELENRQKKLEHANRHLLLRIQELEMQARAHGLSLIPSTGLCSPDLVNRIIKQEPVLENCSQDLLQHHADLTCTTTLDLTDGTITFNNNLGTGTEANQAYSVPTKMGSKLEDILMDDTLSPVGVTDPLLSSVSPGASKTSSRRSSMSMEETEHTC
GPR151 activ = human GPR151 activation. Q8TDV0. activation, % at 11.2 µM. PathHunter beta-arrestin GPR151 cells, luminescence. AID 1508602. actives 1% (n = 650,000); in the data active means activation above about 4.9%;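 further: 0% = median of compound wells and 100% = cells with positive control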
Target sequence (Q8TDV0 whole entry, looked up): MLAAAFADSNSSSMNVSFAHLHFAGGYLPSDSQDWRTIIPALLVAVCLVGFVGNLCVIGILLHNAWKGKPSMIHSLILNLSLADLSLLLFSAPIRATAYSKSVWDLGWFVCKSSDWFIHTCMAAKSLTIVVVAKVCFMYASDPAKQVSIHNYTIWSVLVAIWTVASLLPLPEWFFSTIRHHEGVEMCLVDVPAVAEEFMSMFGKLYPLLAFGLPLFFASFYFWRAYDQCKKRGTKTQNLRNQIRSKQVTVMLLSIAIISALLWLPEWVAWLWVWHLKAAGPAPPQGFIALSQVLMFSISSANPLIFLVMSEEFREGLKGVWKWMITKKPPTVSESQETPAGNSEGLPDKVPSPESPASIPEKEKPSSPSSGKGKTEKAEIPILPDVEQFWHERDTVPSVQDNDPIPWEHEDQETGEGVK
TEAD-YAP inh = TEAD-YAP interaction inhibition; actives 1.4% (n = 640,000); inhibition, % at 9.12 µM; HEK-TIYL cells, TEAD-Gal4/YAP UAS-luciferase luminescence; AID 1259422; in the data active means inhibition above about 32%;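 further: 0% = median of test compound wells and 100% = reference inhibitor wells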
FBW7 act = activators of human E3 ligase FBW7. actives 0.13% (n = 650,000). Q969H0. normalized activity (activation), % at 26.1 µM. AID 1259310. AlphaScreen FBW7–phospho-cyclin E peptide binding, activator screen; in the data active means normalized activity above about 1.9%;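 further: purified mutant Fbw7 with reduced substrate affinity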
* marks the source's active call; other numbers are inactive results.

SMILES	MITF inh	GPR151 activ	TEAD-YAP inh	FBW7 act
C=CCNC(=O)CSc1nnc2c(n1)[nH]c1ccc(OC)cc12	6	-0.7	-16	0.0
CCOCCn1c(=NC(=O)c2nc3ccccc3s2)sc2cc(OC)c(OC)cc21	8	0.4	1	-0.1
Nc1ccc2oc(C3CCCCC3)nc2c1	9	0.1	-22	-0.6
CCC(C)(C)C(=O)Nc1cccc(C)c1C	-10	0.4	-1	-0.5
COc1ccc(S(=O)(=O)Nc2ccc(-n3cnnn3)cc2)cc1[N+](=O)[O-]	5	-0.1	13	0.4
COCCC(=O)NC(C)c1nnc2n1CCN(C/C(C)=C/c1ccccc1)CC2 (stereo unspecified)	16	-1.3	14	0.7
O=C(CNC1CCCCC1)Nc1ccc2c(c1)OCO2	13	0.3	-4	-0.2
OCCC1CN(Cc2cccn2-c2ccccn2)CCN1C1CCCC1 (stereo unspecified)	-5	1.7	9	-0.1
COc1ccc(C(=O)Nc2ccnn2C2CCN(C(=O)c3ocnc3C)CC2)cc1	3	-0.7	-16	-0.1
CCOC(=O)c1c(NC(=O)COc2ccc(Cl)cc2Cl)sc(C(=O)Nc2ccc(C)cc2C)c1C	5	0.1	-2	-0.2
Cc1cc(NC(=O)CN2CCN(C)CC2)nc2c1c(=O)oc1ccccc12	3	-0.3	-3	-0.1
C=CCNC(=S)N/N=C/c1ccc(C(F)(F)F)cc1	-4	0.9	44*	-0.1
O=C(/C=C/c1ccccc1)Nc1cc(C(=O)Nc2ccncc2)ccc1N1CC2CC(C1)c1cccc(=O)n1C2 (stereo unspecified)	20	-0.3	12	0.0
Cc1cccc(N2C(=O)c3ccc(N4Cc5ccccc5C4)cc3C2=O)c1	9	0.6	-8	0.1
COc1ccc(C(=O)Nc2ccc3oc(-c4ccc(C)cc4)nc3c2)cc1[N+](=O)[O-]	11	1.5	-4	0.2
COc1cccc(-c2cncc(-c3ccc(C(=O)NCCO)cc3)n2)c1	-3	-2.3	-13	0.0
CCC(=O)N[C@@H]1c2ccccc2C2(CCN(CC3CC3)CC2)[C@H]1OCCOC	-16	1.8	-8	-0.4
O=C(NCC1CCCO1)c1cccc(N2CCCC2=O)c1 (stereo unspecified)	-12	-0.1	-8	0.1
CCc1cccc(C)c1NC(=O)CCS(=O)(=O)c1ccc2c(c1)SCC(=O)N2	11	0.3	0	0.7
C#CCN1C(=O)S/C(=C/c2sccc2C)C1=O	9	3.1	-39	0.0
C=CCOc1ccc(/C(O)=C2/C(=O)C(=O)N(CCN3CCOCC3)C2c2ccc(OC)cc2)c(C)c1 (stereo unspecified)	-5	1.2	11	-0.1
Cc1csc(NC(=O)C(CCS(C)(=O)=O)N2Cc3ccccc3C2=O)n1 (stereo unspecified)	-15	-1.0	-8	0.2
O=C(NCC1Cc2cccc(-c3ccccn3)c2O1)c1cccc(F)c1F (stereo unspecified)	5	-0.2	-3	0.1
COc1cc(/C=C2\SC(=N)N(c3ccc4c(c3)OCO4)C2=O)ccc1OCc1ccc(F)cc1	5	-1.0	-3	-0.1
CC(C)CNC(=O)Cc1csc(SCC(=O)c2ccc(F)cc2)n1	-8	0.7	-2	-0.2
SMILES	MITF inh	GPR151 activ	TEAD-YAP inh	FBW7 act
COc1ccccc1N1C(=O)NC2CC1(C)Oc1ccccc12 (stereo unspecified)	2	0.1	0	-0.1
CCOc1ccc(CN(CCc2ccc3c(c2)OCO3)Cc2cccnc2)cc1	60*	0.7	4	-0.2
CC(=O)C1=C(O)C(=O)N(CCC(=O)O)C1c1cccc(F)c1 (stereo unspecified)	1	-1.0	9	-0.1
C=CCn1c(N/N=C/c2cccc(O)c2)nc2c1c(=O)[nH]c(=O)n2C	0	0.3	-5	-0.3
O=C(CSCc1ccc(F)cc1)Nc1ccc(N2CCOCC2)cc1N1CCOCC1	0	0.6	4	-0.4
Cn1cnc(-c2ccccc2Nc2nc(Nc3ccc(N4CCOCC4)cc3)ncc2Cl)n1	27	0.8	33*	-0.7
O=C(Cc1ccc(F)cc1)N1CCOCC1	4	2.2	4	-0.1
C=CCn1c(SCC(=O)Nc2cccc(C(F)(F)F)c2)nnc1-c1cccc(Br)c1	1	0.7	12	0.0
CCOC(=O)C1CCCN(c2ncnc3sc(C)cc23)C1 (stereo unspecified)	-59	-0.2	0	-0.1
COc1cc(C2NC(=O)NC(C)=C2C(=O)OC2CCCC2)ccc1OCc1ccccc1 (stereo unspecified)	-1	1.4	-20	-0.1
O=C(NCCCn1ccnc1)C(=O)Nc1ccccc1	2	-0.4	-16	-0.2
CCOc1ccc(/C(O)=C/C(=O)C(=O)Nc2cccc([N+](=O)[O-])c2C)cc1	9	-0.3	11	-0.2
Cn1c(=O)c2c(nc(SCC#N)n2C)n(C)c1=O	6	-1.3	0	0.0
CC1CCCC(NC(=O)Cn2ncc3c(Cl)cccc32)C1C (stereo unspecified)	6	0.2	-5	0.1
CC(=O)Nc1ccc(S(=O)(=O)NC(C(=O)O)C(C)C)cc1 (stereo unspecified)	-9	-1.1	0	-0.1
CCCCCc1ccc(-c2ccc(C(=O)Nc3ccc(C)cc3[N+](=O)[O-])cc2)nc1	6	1.8	9	0.1
CC(C)N1C/C(=C/c2cccnc2)C(=O)/C(=C/c2cccnc2)C1	11	0.2	52*	0.3
O=C(c1ccco1)N1CCCC1c1nc(-c2ccc(F)cc2)n[nH]1 (stereo unspecified)	5	1.3	4	-0.1
Cc1ccc(NC(=O)c2cc3ccccc3oc2=N)cc1	6	0.6	-13	0.2
O=C(CNC(=O)c1cccc(Cl)c1)N/N=C/C=C/c1ccccc1	-4	1.7	-5	-0.1
CC(C)(C)c1ccc(CSc2nc3ccccc3c(=O)n2CC2CCCO2)cc1 (stereo unspecified)	0	0.6	5	0.1
COc1cc(Nc2nc(Nc3ccc(NC(C)=O)cc3)c3ncn(CCN4CCCC4=O)c3n2)cc(OC)c1OC	12	-2.3	-2	0.3
CCc1nn(CC(=O)NC(C)(C)C)c(=O)c2cc3sccc3n12	-2	0.9	-2	-0.1
CCCCOc1ccc(C(=O)NC(=S)Nc2ccccn2)cc1	19	-1.9	-50	0.7
Cc1ccc(S(=O)(=O)Nc2cccc(-n3c(C)nc4ccccc4c3=O)c2)c(C)c1	2	0.3	2	-0.1
SMILES	MITF inh	GPR151 activ	TEAD-YAP inh	FBW7 act
C=CCn1c(SCc2ccccc2F)nc2c([nH]c3ccccc32)c1=O	-2	0.6	-9	0.0
O=C(Nc1ccc(F)cc1F)c1ccccc1C(=O)c1ccc(Cl)c([N+](=O)[O-])c1	5	-0.5	9	0.2
Cc1ccc(S(=O)(=O)Nc2ccccc2C(=O)NC2CCCCC2)cc1	10	-1.5	4	0.2
COc1ccc(S(=O)(=O)N2CCSC2c2ccco2)cc1 (stereo unspecified)	12	-0.6	8	1.4
COC1CCN(c2nc(CN3CCCC(C(N)=O)C3)nc3ccc(Cl)cc23)CC1 (stereo unspecified)	3	-0.1	-15	-0.2
Cc1cc([N+](=O)[O-])nn1CC(=O)N1CCCCC1C (stereo unspecified)	-6	-0.3	-3	0.7
COc1ccc(N2CCN(C3CCCN(C(=O)c4ccc5cc[nH]c5c4)C3)CC2)cc1 (stereo unspecified)	-1	1.4	2	-0.1
CC(C)CN1C(=O)N(c2cccc(F)c2)C(=O)C1CC(=O)Nc1cccc(F)c1 (stereo unspecified)	12	-0.8	-8	0.7
Cc1nc(NCc2ccc3c(c2)OCO3)nc(N2CCCCC2)c1[N+](=O)[O-]	20	0.1	-1	-0.5
Cc1sc2ncnc(OCc3ccc(C(=O)OC(C)C)o3)c2c1C	-7	0.3	4	0.0
CCOC(=O)c1sc(NC(=O)c2ccc(C(C)(C)C)cc2)c(C(=O)OCC)c1C	18	-0.7	-5	0.1
COC(=O)C(O)(NS(=O)(=O)c1ccccc1C)C(F)(F)F (stereo unspecified)	1	0.1	0	-0.1
COc1ccc(N=C2C(=O)Nc3ccccc32)cc1	13	1.7	12	0.7
COc1ccc(-c2c(C(F)(F)F)oc3c(CN4CCC(C)CC4)c(O)ccc3c2=O)cc1OC	10	-0.7	3	1.0
Fc1ccc(Br)cc1/C=N/n1cnnc1	-5	0.4	5	-0.1
COC(=O)c1ccc(NC(=O)c2cc(=O)c(OCc3ccccc3)cn2C)cc1	-1	-0.4	-13	0.1
Cc1ccc(C(C)C)c(OCC(=O)N(Cc2ccccc2O)c2c(C(C)C)cccc2C(C)C)c1	-6	-0.5	0	-0.1
COc1ccc(C2=NN(C(=O)CSc3nnc(CNC(=O)c4cccs4)n3-c3ccccc3OC)C(c3ccc(C)cc3)C2)cc1 (stereo unspecified)	6	2.4	17	-0.1
Cc1cc(C)nc(N(C)c2cccc(C(=O)O)c2)n1	-3	-0.4	-18	-0.2
O=C(NCC1COCCO1)c1cc(Cc2cccc(F)c2)no1 (stereo unspecified)	9	2.5	-18	0.1
Nc1nc(SCc2ccccc2Cl)ns1	-3	-0.6	-16	-0.1
O=C(O)c1ccc2c(c1)NC(=O)C(CS(=O)(=O)Cc1ccc(F)cc1)N2 (stereo unspecified)	17	-1.3	0	0.2
COC(=O)c1c(NC(=O)c2ccc(Br)o2)sc2c1CCCC2	1	1.4	9	0.1
CN1CCN(C(CN)c2ccc(N(C)C)cc2)CC1 (stereo unspecified)	3	-1.3	4	-0.1
Cc1cc(I)ccc1NC(=O)CCC(=O)NCc1ccccc1	-2	0.1	9	-0.2
SMILES	MITF inh	GPR151 activ	TEAD-YAP inh	FBW7 act
Cc1cccc(-n2cnc3cc(C(=O)NCC4CCCO4)ccc32)c1 (stereo unspecified)	8	1.0	21	0.2
CC(=O)CC1C2([N+](=O)[O-])C=CC(=O)C1([N+](=O)[O-])CN(Cc1ccccc1)C2 (stereo unspecified)	23	-0.1	0	0.3
COc1ccccc1/C=C1/SC(N2CCN(C)CC2)=NC1=O	0	-1.0	0	-0.2
CCN1CCN(C(C)CCc2ccc(OC)cc2)CC1 (stereo unspecified)	7	0.6	1	0.0
CC1=NN(c2ccc(C)c(C)c2)C(=O)C1=CNc1ccc(-c2ccc(NC=C3C(=O)N(c4ccc(C)c(C)c4)N=C3C)cc2)cc1	0	-0.2	-3	-0.2
Cc1cccn2c(=O)c(/C=C(\C#N)C(N)=O)c(Oc3ccc(Br)cc3)nc12	7	-0.1	-6	-0.1
CC1CN(C(=O)Cc2cccs2)CC(C)O1 (stereo unspecified)	9	-0.2	-1	0.9
O=c1c2ccccc2ncn1CCOc1cccc(Br)c1	-4	0.2	-10	0.0
Cc1ccc(S(=O)(=O)n2ccn(CC(=O)Nc3cccc(C)c3)c2=O)cc1	-2	-1.1	11	0.1
CCOc1ccc(C2=NN3C(C2)c2cccc(OCC)c2OC3c2ccc(SC)cc2)cc1 (stereo unspecified)	11	-1.3	5	0.1
CCN(CC)S(=O)(=O)c1ccc(Cl)c(C(=O)Nc2ccccc2C)c1	5	1.4	5	-0.1
CCN1CCN(CCOc2ccc([N+](=O)[O-])c(C)c2)CC1	65*	-0.9	-14	0.5
CCCNc1ncnc2nc(-c3ccc(C(N)=O)cc3)[nH]c12	14	1.9	-22	-0.1
Clc1ccc(Nc2nc(Nc3ccc(Cl)cc3)nc(Sc3nc4ccccc4s3)n2)cc1	-11	-0.9	6	-0.1

Ordered by number of heavy atoms (lowest first): 13 of the compounds above.
SMILES	MITF inh	GPR151 activ	TEAD-YAP inh	FBW7 act
Nc1nc(SCc2ccccc2Cl)ns1	-3	-0.6	-16	-0.1
CC1CN(C(=O)Cc2cccs2)CC(C)O1 (stereo unspecified)	9	-0.2	-1	0.9
CN1CCN(C(CN)c2ccc(N(C)C)cc2)CC1 (stereo unspecified)	3	-1.3	4	-0.1
CCN1CCN(C(C)CCc2ccc(OC)cc2)CC1 (stereo unspecified)	7	0.6	1	0.0
O=c1c2ccccc2ncn1CCOc1cccc(Br)c1	-4	0.2	-10	0.0
CCCNc1ncnc2nc(-c3ccc(C(N)=O)cc3)[nH]c12	14	1.9	-22	-0.1
Cc1cc(I)ccc1NC(=O)CCC(=O)NCc1ccccc1	-2	0.1	9	-0.2
Cc1cccc(-n2cnc3cc(C(=O)NCC4CCCO4)ccc32)c1 (stereo unspecified)	8	1.0	21	0.2
O=C(O)c1ccc2c(c1)NC(=O)C(CS(=O)(=O)Cc1ccc(F)cc1)N2 (stereo unspecified)	17	-1.3	0	0.2
Cc1ccc(S(=O)(=O)n2ccn(CC(=O)Nc3cccc(C)c3)c2=O)cc1	-2	-1.1	11	0.1
Clc1ccc(Nc2nc(Nc3ccc(Cl)cc3)nc(Sc3nc4ccccc4s3)n2)cc1	-11	-0.9	6	-0.1
CCOc1ccc(C2=NN3C(C2)c2cccc(OCC)c2OC3c2ccc(SC)cc2)cc1 (stereo unspecified)	11	-1.3	5	0.1
CC1=NN(c2ccc(C)c(C)c2)C(=O)C1=CNc1ccc(-c2ccc(NC=C3C(=O)N(c4ccc(C)c(C)c4)N=C3C)cc2)cc1	0	-0.2	-3	-0.2

Rewritten comma-delimited: three of the compounds above
Structure,MITF inh,GPR151 activ,TEAD-YAP inh,FBW7 act
CCN(CC)S(=O)(=O)c1ccc(Cl)c(C(=O)Nc2ccccc2C)c1,5,1.4,5,-0.1
CCN1CCN(CCOc2ccc([N+](=O)[O-])c(C)c2)CC1,65*,-0.9,-14,0.5
CCCNc1ncnc2nc(-c3ccc(C(N)=O)cc3)[nH]c12,14,1.9,-22,-0.1

Source: PubChem (The Scripps Research Institute Molecular Screening Center)
